Bioassay records as filed in PubChem.
HEK293 NFkB inh: inhibitors of the PMA/ionomycin-induced NF-kB reporter in HEK293 cells; inhibition, % at 3 µM; hit rate 0.21% among 62,000; HEK-293 NF-kB luciferase reporter, luminescence;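 active = inhibition above the mean of all tested compounds plus 3 SD, cut at about 40% in these data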;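 also: 0% = stimulated DMSO wells and 100% = 10 µM reference inhibitor 5653914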
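System – HEK-293 cells with stable firefly luciferase reporter driven by four HIV NF-kB elements · Doses – one dose, 3 µM · Schedule – 1 h compound pre-incubation, 16 h PMA/ionomycin at 37 °C · Technique – luminescence from luciferase substrate reagent · Measure – percent inhibition normalized per plate to DMSO and reference-inhibitor controls · Replicates – tested once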
5HT1E antag: blocks the human 5-HT1E serotonin receptor; hit rate 0.99% among 65,000; P28566; CHO 5-HT1E Ga15 NFAT-bla reporter, FRET, antagonist; AID 571; inhibition, % at 6 µM;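 active = inhibition above a set limit, the mean inhibition across every tested compound plus 3 SD, cut at about 29% in these data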;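 also: signal is the 460 over 535 nm emission ratio of beta-lactamase substrate; 0% = agonist plus DMSO wells and 100% = wells without agonist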
Target sequence (P28566 whole entry, looked up): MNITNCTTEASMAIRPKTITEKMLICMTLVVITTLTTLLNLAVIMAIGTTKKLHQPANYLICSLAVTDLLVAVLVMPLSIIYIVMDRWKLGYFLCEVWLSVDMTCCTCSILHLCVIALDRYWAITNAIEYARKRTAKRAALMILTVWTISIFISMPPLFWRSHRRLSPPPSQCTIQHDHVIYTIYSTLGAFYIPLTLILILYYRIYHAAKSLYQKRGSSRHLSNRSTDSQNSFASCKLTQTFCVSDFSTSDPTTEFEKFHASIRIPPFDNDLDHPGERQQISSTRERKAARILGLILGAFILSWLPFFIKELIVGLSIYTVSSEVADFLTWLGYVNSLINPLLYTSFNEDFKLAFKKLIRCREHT
M1 agonist: agonists of M1 muscarinic receptor; CHO-M1 cells, Fluo-4 calcium fluorescence, agonist mode; stronger effect = higher value; B-score at 10 µM; hit rate 3% among 64,000; AID 626;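 active = fluorescence rise, raw or as B-score row- and column-corrected plate score, outside the 99.7% band of its plate's samples, either direction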
Her2 expr inh: inhibitors of human Her2 kinase expression; SKBR-3 HER2 protein level, AlphaScreen, 18-24 h; stronger effect = lower value; HER2 level % of control, % at 10 µM; hit rate 0.69% among 65,000; P04626; AID 645;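 active = HER2 level under 5% of the carrier-only control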;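 also: 100% = DMSO carrier and 0% = 500 nM PU-H71 HSP90 inhibitor; lower value means stronger loss of Her2 protein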
M1 antag: antagonists of rat M1 muscarinic receptor; P08482; CHO-M1 cells, Fluo-4 calcium, ACh EC80 antagonist mode; stronger effect = lower value; B-score at 10 µM; hit rate 3.4% among 64,000;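 active = calcium fluorescence response, raw or row-and-column corrected B-score, differing from the plate sample mean either way at a set confidence level, mostly lower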
Target sequence (P08482 whole entry, looked up): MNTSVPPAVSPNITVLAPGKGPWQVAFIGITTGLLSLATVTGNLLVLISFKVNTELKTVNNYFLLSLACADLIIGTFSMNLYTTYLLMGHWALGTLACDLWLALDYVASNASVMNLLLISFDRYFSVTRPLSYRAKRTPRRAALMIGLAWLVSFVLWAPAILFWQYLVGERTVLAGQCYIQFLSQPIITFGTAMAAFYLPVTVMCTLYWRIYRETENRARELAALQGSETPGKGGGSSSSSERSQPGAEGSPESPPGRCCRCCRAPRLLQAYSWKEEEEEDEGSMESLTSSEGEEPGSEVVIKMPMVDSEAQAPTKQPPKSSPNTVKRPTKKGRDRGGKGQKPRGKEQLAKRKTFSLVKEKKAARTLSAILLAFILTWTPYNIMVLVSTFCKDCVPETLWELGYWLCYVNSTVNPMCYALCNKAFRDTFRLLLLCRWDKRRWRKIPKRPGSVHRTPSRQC
HTR1E agonist: 5-HT1E (human) receptor agonism. P28566. CHO 5-HT1E Ga15 NFAT-bla reporter, FRET; 0% DMSO wells, 100% control agonist wells. activation, % at 6 µM. hit rate 0.69% among 65,000;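 active = activation above a set limit, the screen-wide mean activation plus 3 SD, cut at about 8.5% in these data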;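 also: 100% = positive control agonist at 1 µM giving full maximal response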
* = called active by the depositor; nt = no result given. The list is partial; rates above refer to the full screens.

SMILES	HEK293 NFkB inh	5HT1E antag	M1 agonist	Her2 expr inh	M1 antag	HTR1E agonist
O=S(=O)(Cc1ccccc1)N1CCN(Cc2ccc3c(c2)OCO3)CC1	nt	nt	nt	48	nt	nt
O=C(O)c1cnccn1	nt	nt	nt	128	nt	nt
O=C(CCCOc1ccc(Cl)cc1)N1CCCCC1	nt	nt	nt	122	nt	nt
O=C(O)C1CC=CCC1C(=O)NCCc1ccccc1 (stereo not given)	nt	nt	nt	92	nt	nt
O=C(CSc1ccccn1)Nc1ccccc1F	nt	nt	nt	99	nt	nt
CCOC(=O)NC(NC(=O)OCC)C(=O)c1ccc(F)cc1	nt	nt	nt	78	nt	nt
CC1CC(C)CN(CCC(=O)Nc2cccc(Cl)c2)C1 (stereo not given)	nt	nt	nt	87	nt	nt
O.O.O.O=S(=O)([O-])OC[C@H]1O[C@@H](O[C@]2(COS(=O)(=O)[O-])O[C@H](OS(=O)(=O)[O-])[C@@H](OS(=O)(=O)[O-])[C@@H]2OS(=O)(=O)[O-])[C@H](OS(=O)(=O)[O-])[C@@H](OS(=O)(=O)[O-])[C@@H]1OS(=O)(=O)[O-].[Al]	nt	nt	nt	102	nt	nt
O=C1C=C(NCCN2CCOCC2)CC(c2ccccc2)C1 (stereo not given)	nt	nt	nt	87	nt	nt
NCC[C@H](O)C(=O)N[C@@H]1C[C@H](N)[C@@H](O[C@H]2O[C@H](CN)[C@@H](O)[C@H](O)[C@H]2O)[C@H](O)[C@H]1O[C@H]1O[C@H](CO)[C@@H](O)[C@H](N)[C@H]1O	nt	nt	nt	108	nt	nt
c1ccc(-c2ccccn2)nc1	nt	nt	nt	104	nt	nt
Cc1nc2ccc3nc(NC(=O)c4ccco4)sc3c2s1	nt	nt	nt	88	nt	nt
COc1cc2c(cc1OC)C(Cc1ccc(O)cc1)N(C)CC2 (stereo not given)	nt	nt	nt	64	nt	nt
O=C(CCN1C(=O)c2ccccc2C1=O)N1CCN(Cc2ccccc2)CC1	nt	nt	nt	114	nt	nt
Cc1ccc(OCC(=O)NCCO)cc1C	nt	nt	nt	130	nt	nt

Overlap with the part before: 4 entries, then new ones.
SMILES	HEK293 NFkB inh	5HT1E antag	M1 agonist	Her2 expr inh	M1 antag	HTR1E agonist
Cc1nc2ccc3nc(NC(=O)c4ccco4)sc3c2s1	nt	nt	nt	88	nt	nt
COc1cc2c(cc1OC)C(Cc1ccc(O)cc1)N(C)CC2 (stereo not given)	nt	nt	nt	64	nt	nt
O=C(CCN1C(=O)c2ccccc2C1=O)N1CCN(Cc2ccccc2)CC1	nt	nt	nt	114	nt	nt
Cc1ccc(OCC(=O)NCCO)cc1C	nt	nt	nt	130	nt	nt
COc1ccc(Cn2c(C)ccc2C)cc1	nt	nt	nt	71	nt	nt
Cn1cnc2nc3n(c2c1=O)CCC3	nt	nt	nt	127	nt	nt
CN(C)c1oc(-c2ccccc2)nc1C#N	nt	nt	nt	89	nt	nt
C=CCNCc1cccn1-c1sc2c(c1C#N)CCCC2	nt	nt	nt	74	nt	nt
COc1ccccc1NC(C)=O	nt	nt	0.4	nt	0.74	nt
CN1C=CC=C/C1=C1\SC(=S)N(C2CCCCC2)C1=O	nt	nt	-0.036	nt	-6.1*	nt
COCCNC(=O)Cn1cnc2c1c(=O)n(C)c(=O)n2C	nt	nt	0.057	nt	0.094	nt
O=C(COc1cccc2ccccc12)N1CCN(c2ccccc2)CC1	nt	nt	0.99	nt	-0.32	nt
CCN(CC)C(=O)COC(=O)c1ccc(O)cc1	nt	nt	-0.73	nt	0.66	nt
Cc1cc(C)n(-c2nc(C)nc(NCc3ccccc3)n2)n1	nt	nt	-0.55	nt	0.6	nt
Nc1cccc(C(=O)Nc2ccc3nc(-c4cccnc4)[nH]c3c2)c1	nt	nt	0.48	nt	-0.087	nt
COc1ccc(NC(=O)C2=C(C)NC(=O)NC2c2cccc(OC)c2OC)c(OC)c1 (stereo not given)	nt	nt	0.48	nt	-0.42	nt
O=c1oc2c3c4c(cc2s1)CCCN4CCC3	nt	nt	-2	nt	0.5	nt
CCOC(=O)C(C)(C)Sc1ncnc2nc[nH]c12	5	3	nt	nt	nt	0.8
COc1ccc(Cl)cc1C(=O)n1nc(C)cc1C	nt	nt	-1.5	94	1.5	nt
CCN(CC)C(=O)C1CCCN(Cc2ccc(OC)c(C)c2C)C1 (stereo not given)	nt	nt	-0.33	101	-0.14	nt
COC(=O)C(C(=O)OC)C(C(=O)OC)C(C(=O)OC)C(=O)OC	nt	nt	1.4	99	0.0039	nt
N#Cc1c(-c2ccccc2)cc(-c2ccco2)c(C#N)c1N	nt	nt	-1.7	55	-0.0039	nt
O=C(N1CCN(c2ccccc2)CC1)C(F)(F)C(F)F	nt	nt	0.57	165	-0.12	nt
Cc1ccccc1-c1nnc(-c2ccc(Cl)cc2)o1	nt	nt	-0.76	142	0.44	nt
O=C(CC(c1ccccc1O)N1CCCCC1)N1CCCCC1 (stereo not given)	nt	nt	1	202	-17*	nt
COc1ccc(-c2cc(C(=O)NCCN3CCOCC3)c3ccccc3n2)c(OC)c1	nt	nt	-0.037	70	0.062	nt
CCOc1ccc(-c2nnc3sc(-c4c(OC)cccc4OC)nn23)cc1	nt	nt	-0.81	50	1.3	nt
CCOC(=O)C1C2C=CC3(CN(c4ccc(Cl)c(F)c4)C(=O)C13)O2 (stereo not given)	nt	nt	-1.2	106	-0.095	nt
OCCN1CCN(c2nc(N3CCCCC3)nc(N3CCCCC3)n2)CC1	nt	nt	1.7	86	0.33	nt
O=C1C2C(C(=O)N1c1ccc3c(c1)OCO3)C1C=CC2C12CC2 (stereo not given)	nt	nt	-0.077	78	-0.044	nt
O=C(O)c1ccccc1-c1ccc(/C=c2\sc3nc4cc(Br)cnc4n3c2=O)o1	nt	nt	53*	54	-0.47	nt
COc1ccc(OC)c2c(C)cc(N3CCCN(C)CC3)nc12	nt	nt	0.14	89	-0.46	nt
COc1nc(NC23CC4CC(CC(C4)C2)C3)nc(OC)n1	nt	nt	1.1	181	-2	nt
O=C(Cc1ccccc1)NCCSCc1ccco1	nt	nt	0.68	114	-0.0076	nt
C#CC(CO)N(CCN(Cc1ccccc1)C(C#C)CO)Cc1ccccc1 (stereo not given)	nt	nt	0.43	166	-0.058	nt
Cc1cc(=O)n(CCc2ccccc2)c(O)c1C#N	nt	nt	0.41	101	0.89	nt
CS(=O)(=O)N(CC(=O)N1CCN(c2ccccc2F)CC1)c1cc(C(F)(F)F)ccc1Cl	nt	nt	-0.19	65	-0.48	nt
O=S(=O)(Cc1ccccc1)N1CCc2ccccc2C1	nt	nt	0.69	68	0.17	nt
O=C(/C=C/Nc1ccccc1Br)c1ccccn1	nt	nt	-0.0025	59	0.054	nt
CN(C)C(=S)c1ccc2ccccc2n1	nt	nt	0.025	92	0.058	nt
CCC(=O)c1cc(F)c(N2CCN(S(=O)(=O)c3ccccc3)CC2)cc1C	nt	nt	1.3	115	-0.81	nt
CCCC(=O)c1cc(F)c(N2CCN(S(=O)(=O)c3ccccc3)CC2)cc1C	nt	nt	0.75	172	0.074	nt
CC1(C)SCC(C(=O)O)N1C=O (stereo not given)	nt	nt	0.11	68	-0.53	nt
CC(=O)c1cccc(NC(=O)C2CCCC2)c1	nt	nt	0.61	58	0.69	nt
O=C(CN1CCN(Cc2ccccc2)CC1)NCC1COc2ccccc2O1 (stereo not given)	nt	nt	-0.072	76	0.23	nt
COCCNC(=O)CN(C)S(=O)(=O)c1ccc(Br)cc1	nt	nt	-0.22	97	-0.52	nt
Cc1oc2cc(O)ccc2c(=O)c1Oc1ccccc1	nt	nt	0.37	168	0.4	nt
O=S1(=O)C=CC(N2CCOCC2)C1 (stereo not given)	nt	nt	-0.19	114	0.54	nt
COC(=O)CCC(=O)Nc1ccc(C)cc1OC(=O)CCC(=O)OC	nt	nt	1	156	-0.52	nt

Some of these compounds in order of the M1 antag value, low to high.
mol,M1 antag
CCC(=O)c1cc(F)c(N2CCN(S(=O)(=O)c3ccccc3)CC2)cc1C,-0.81
CC1(C)SCC(C(=O)O)N1C=O (stereo not given),-0.53
C#CC(CO)N(CCN(Cc1ccccc1)C(C#C)CO)Cc1ccccc1 (stereo not given),-0.058
CN(C)C(=S)c1ccc2ccccc2n1,0.058
O=S(=O)(Cc1ccccc1)N1CCc2ccccc2C1,0.17

Later entries:
SMILES	HEK293 NFkB inh	5HT1E antag	M1 agonist	Her2 expr inh	M1 antag	HTR1E agonist
COc1ccc(NS(=O)(=O)c2cc(-c3nnnn3C)ccc2OC)cc1	nt	nt	0.18	109	-1.1	nt
O=C(NCc1ccco1)NC12CC3CC(CC(C3)C1)C2	nt	nt	0.74	65	-0.29	nt
CCOC(=O)c1c(NC(=O)OC)sc(C(=O)N(C)C)c1C	nt	nt	-0.088	191	-0.28	nt
CN1CCN(CCP(=O)(c2ccccc2)c2ccccc2)CC1	nt	nt	0.24	96	-0.73	nt
CC(C)N(C(=O)C1CC(=O)OC12CCCCC2)C(C)C (stereo not given)	nt	nt	0.064	64	0.02	nt
O=C(O)CCc1ccc(-c2cccs2)n1NC(=O)c1ccc(Cl)cc1	nt	nt	-0.56	135	-0.2	nt
CC(NC(=O)CSc1ncnc2nc[nH]c12)c1ccccc1 (stereo not given)	nt	nt	0.39	116	-3.8*	nt
COC(=O)Cc1ccc2c3ccccc3n(C)c2c1	nt	nt	0.81	96	-0.4	nt
CCc1nccn1S(=O)(=O)c1cc(Br)ccc1OC	nt	nt	-0.8	104	0.046	nt
Cc1cc(C)nc(NS(=O)(=O)c2ccc(NC(=O)Cn3c(=O)oc4ccccc43)cc2)n1	nt	nt	-0.15	92	-0.31	nt
CC(=O)c1c(N2CCCCC2)nc(=S)n(Cc2ccccc2)c1C	nt	nt	-1.9	81	-1	nt
O=C(NCc1ccccc1)c1cccc(S(=O)(=O)N2CCOCC2)c1	nt	nt	2	113	0.5	nt
C=C(C)Cn1c(N(CCO)Cc2ccccc2)nc2c1c(=O)[nH]c(=O)n2C	nt	nt	0.77	109	0.78	nt
O=S(=O)(c1ccc(-c2cn3ccccc3n2)cc1)N1CCOCC1	nt	nt	-0.39	70	-0.58	nt
O=C(O)CC(C(=O)OCCOc1ccccc1)N1CCOCC1 (stereo not given)	nt	nt	1.4	81	-0.15	nt
COc1ccc(NC(=O)CCN2CCC(C)CC2)cc1	nt	nt	-0.046	133	0.43	nt
O=C(c1ccc(Cl)cc1)N1CCN(c2nc(N3CCCCC3)nc(N3CCCCC3)n2)CC1	nt	nt	-0.28	229	0.35	nt
Oc1ccc(C=NCC2COc3ccccc3O2)cc1 (stereo not given)	nt	nt	-1.1	248	-0.29	nt
COc1ccc(S(=O)(=O)NCCSc2ccccc2)cc1OC	nt	nt	-0.19	89	-0.15	nt
NC(=O)CNC1CC(=O)N(CCc2ccccc2)C1=O (stereo not given)	nt	nt	0.12	246	0.48	nt
O=C(CN(c1ccccc1F)S(=O)(=O)c1ccccc1)N1CCCCCC1	nt	nt	1	137	-0.046	nt
CCSC1=C(C#N)C(c2ccccc2Cl)CC(=O)N1 (stereo not given)	nt	nt	-0.44	86	-0.32	nt
CC1CCCN(C(=O)C23CCC(C)(C(=O)C2)C3(C)C)C1 (stereo not given)	nt	nt	0.1	73	0.037	nt
CCOC(=O)c1c(N2C(=O)C3C4C=CC(O4)C3C2=O)sc2c1CCCC2 (stereo not given)	nt	nt	0.82	101	0.16	nt
CC(=O)c1cccc(NC(=O)C2CC(=O)N(c3cccc(C)c3C)C2)c1 (stereo not given)	nt	nt	-1.1	98	-0.16	nt
CN1C(=O)N2CN(C3CCCCC3)CN3C(=O)N(C)C1C23 (stereo not given)	nt	nt	-0.69	228	1.1	nt
CCC(CC)C(=O)NCCc1ccc(OC)c(OC)c1	nt	nt	-0.21	148	0.52	nt
Cc1ccc(C)c(S(=O)(=O)NCCOC(=O)Nc2sc(=S)n(C)c2C)c1	nt	nt	-0.2	131	1.2	nt
CCCCn1ccc(=O)c2c(C(F)(F)F)nccc21	nt	nt	-2.2	103	-0.76	nt
